High-throughput results: PubChem, Fisher Drug Discovery Resource Center
hcGAS inh: blocks human cGAS activity. recombinant h-cGAS, ATP depletion, Kinase-Glo luminescence. inhibition, % at 12.5 µM. 290,000 tested, 0.081% active. AID 1259398;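 also: 0% = vehicle reaction and 100% = reaction without DNA for no activity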
Target sequence (Q8N884 whole entry, looked up): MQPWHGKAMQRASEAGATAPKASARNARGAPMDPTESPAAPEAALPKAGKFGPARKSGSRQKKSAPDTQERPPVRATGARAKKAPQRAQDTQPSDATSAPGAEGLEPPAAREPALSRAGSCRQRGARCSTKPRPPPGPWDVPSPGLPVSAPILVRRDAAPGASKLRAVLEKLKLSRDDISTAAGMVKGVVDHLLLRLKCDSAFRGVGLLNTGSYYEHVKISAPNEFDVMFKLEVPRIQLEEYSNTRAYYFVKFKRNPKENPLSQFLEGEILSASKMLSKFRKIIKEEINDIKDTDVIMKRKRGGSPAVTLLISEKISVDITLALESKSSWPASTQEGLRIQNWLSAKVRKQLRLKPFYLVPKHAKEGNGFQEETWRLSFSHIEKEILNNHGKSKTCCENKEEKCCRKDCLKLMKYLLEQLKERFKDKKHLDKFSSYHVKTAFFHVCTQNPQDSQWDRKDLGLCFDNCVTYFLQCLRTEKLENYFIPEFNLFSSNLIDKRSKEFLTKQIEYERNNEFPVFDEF
NPYLR7 agonist: activates Aedes aegypti NPYLR7 receptor. HEK293T NPYLR7/Galpha15, GCaMP6s calcium fluorescence. activation, % at 10 µM. 270,000 tested, 0.15% active. AID 1259423; in the data active = activation above about 40%;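 also: 0% = vehicle and 100% = reference agonist at the receptor; some compounds past the cut are filed as inactive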
mcGAS inh: mouse cGAS inhibition by luminescence. Q8C6L5. inhibition, % at 12.5 µM. 160,000 tested, 0.15% active. recombinant cGAS, Kinase-Glo ATP depletion luminescence;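 also: 0% = negative control wells and 100% = reference inhibitor with no enzyme activity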
* marks the source's active call; other numbers are inactive results; / = not tested or not shown; & = joins results of further samples. Rule as the data show it, unless noted: active = inhibition above about 40%; inactive = the rest.

| entry | molecule | hcGAS inh | NPYLR7 agonist | mcGAS inh |
| --- | --- | --- | --- | --- |
| 1 | O=[N+]([O-])c1cnc2onc(-c3ccccc3)c2c1 | -2 | -3 | / |
| 2 | COc1ccc(-c2cc(C(=O)NC3CCN(Cc4ccccc4)CC3)n3nc(C(C)(C)C)cc3n2)cc1 | 1 | -12 | -3 |
| 3 | CCCCSc1nnc2c(n1)OC(c1ccc(Br)cc1)Nc1ccccc1-2 (stereo not drawn) | -1 | 0 | -7 |
| 4 | CCCCC1(COC(=O)CCC(=O)O)C(=O)N(c2ccccc2)N(c2ccccc2)C1=O | -2&-5 | -7&0 | -7 |
| 5 | N#CC1C(=N)Oc2n[nH]c(-c3ccccc3)c2C1c1ccccc1I (stereo not drawn) | -6 | 16 | -4 |
| 6 | O=C(NC1CCN(c2ccccc2C(=O)NC2CC2)CC1)c1cccc(F)c1 | -5 | -4 | -5 |
| 7 | CCc1c(C)nc(SCC(=O)c2ccc(Br)cc2)c(C#N)c1C | 5 | 0 | -7 |
| 8 | O=C(NCc1ccncc1)c1ccc(CSc2nc(-c3ccccc3)cc(N3CCCC3)n2)o1 | -1 | -3 | -2 |
| 9 | O=S(=O)(NC(C1CC1)C1CC1)c1ccc2c(c1)CCC2 | -10 | 8 | -8 |
| 10 | CC(C)(C)CN1CC(NS(=O)(=O)c2ccc(F)cc2F)CC1=O (stereo not drawn) | -10 | 5 | / |
| 11 | O=C(NCCNc1nc(-c2ccco2)nc2ccccc12)Nc1ccc(C(F)(F)F)cc1 | -3 | 4 | 0 |
| 12 | CCCCc1nc(CN2CCCC2c2nncn2CC(C)C)no1 (stereo not drawn) | -4 | 1 | / |
| 13 | COCCN(C)C[C@@H]1CN(C(=O)C2(C)CCCC2)C[C@@H]1CO | -10 | / | -7 |
| 14 | Brc1ccc(C2CC(c3ccccc3)n3nnnc3N2)cc1 (stereo not drawn) | 2 | 5 | / |
| 15 | CSCCC(=O)N1CCC(CCC(=O)NCC2CCCO2)CC1 (stereo not drawn) | -6&-1 | 5 | / |
| 16 | C=CCn1c(=O)c2c(nc3n2CCN3c2ccccc2C)n(C)c1=O | -10 | -3 | / |
| 17 | Cc1nc(SCc2ccc(C(=O)NCC(C)C)cc2)nc(N(C)C)c1C | 0 | 0 | -4 |
| 18 | CCOC(=O)C(C)Oc1cc(Cl)c(C=O)cc1OC (stereo not drawn) | -6 | -15 | / |
| 19 | COc1cccc2sc(=NC(=O)CCS(=O)(=O)c3ccc(F)cc3)n(C)c12 | -7 | -3 | -8 |
| 20 | CC(C)CC(NS(=O)(=O)c1cccs1)C(=O)O (stereo not drawn) | -6 | 3 | / |
| 21 | CCN(CC)c1ccc(C(=O)N2CCCN(C)C3(CCN(C)CC3)C2)cc1 | 3 | 0 | -2 |
| 22 | c1ccc(CNc2cc(-c3ccc(-n4cnnc4)nc3)c3cc[nH]c3n2)nc1 | -11 | 22 | -17 |
| 23 | CCCCCC(=O)N1[C@@H](c2ccccc2)[C@@H](C(=O)O)C[C@]12CCCCN(CCO)C2=O | -10 | 0 | -7 |
| 24 | COc1cc(OC)cc(-c2onc(C)c2C(=O)NCCCN2CCCCC2C)c1 (stereo not drawn) | -7 | 6 | -9 |
| 25 | COc1ccc(NCc2c(OC)ncnc2OC)cc1O | -10 | 3 | / |
| 26 | COc1ccc2[nH]c3c(c2c1)CCN(C(=O)COc1ccc(Cl)cc1)C3C(C)Cc1ccc2c(c1)OCO2 (stereo not drawn) | -12 | 2 | -8 |
| 27 | Cc1ccc(-c2cn(CC(=O)NCc3ccc(F)cc3)nc2N2CCOCC2)cc1 | -2 | -8 | / |
| 28 | C=CCn1c(SCC(=O)N(C)Cc2ccc(Br)cc2)nc2sc(C)c(C)c2c1=O | -4 | 4 | -5 |
| 29 | COCc1nc(C(=O)N(C)C(C)c2ccncc2)cs1 (stereo not drawn) | -4 | 5 | / |
| 30 | CCOC(=O)C1CCN(CC(=O)N2N=C(c3ccccc3OC)CC2c2cc(C)ccc2C)CC1 (stereo not drawn) | 0 | 1 | -3 |
| 31 | O=S(=O)(CCS(=O)(=O)c1ccc(F)cc1)NCCc1ccccc1F | -4 | -10 | / |
| 32 | CN(Cc1ccccc1Cl)Cc1nc2ccccc2c(=O)n1CC#N | -7 | 21 | -17 |
| 33 | CS(=O)(=O)c1ccccc1C(=O)NC1CCCCCCC1 | -7&-2 | -7&-1 | -5 |
| 34 | Fc1ccc(-c2cc3c(nn2)Nc2ccccc2N3)cc1 | -2 | -3 | / |
| 35 | CCNC(=O)CC1CSc2nc(C)cc(=O)n21 (stereo not drawn) | -7 | -3 | / |
| 36 | Cc1cc(C(=O)N(Cc2ccccn2)c2nc3c(F)cccc3s2)no1 | 2 | -6 | / |
| 37 | CCOC(=O)C(C)Sc1nc2c([nH]c3ccccc32)c(=O)n1-c1ccc(OC)cc1 (stereo not drawn) | -2 | 0 | -7 |
| 38 | O=C(Nc1cccc2c1C(=O)c1ccccc1C2=O)c1ccc(F)c(F)c1 | 2 | 6 | -2 |
| 39 | Cc1nnc(NC(=O)CSc2nc(=O)n(Cc3ccccn3)c3c2CCC3)s1 | -3 | -1 | -7 |
| 40 | COc1cccc(/C=N\n2c(N)c(C(=O)NCC(C)C)c3nc4ccccc4nc32)c1OC | -7 | 9 | -8 |

Three entries from above, arranged by formula weight, highest first.
| entry | molecule | hcGAS inh | NPYLR7 agonist | mcGAS inh |
| --- | --- | --- | --- | --- |
| 40 | COc1cccc(/C=N\n2c(N)c(C(=O)NCC(C)C)c3nc4ccccc4nc32)c1OC | -7 | 9 | -8 |
| 37 | CCOC(=O)C(C)Sc1nc2c([nH]c3ccccc32)c(=O)n1-c1ccc(OC)cc1 (stereo not drawn) | -2 | 0 | -7 |
| 39 | Cc1nnc(NC(=O)CSc2nc(=O)n(Cc3ccccn3)c3c2CCC3)s1 | -3 | -1 | -7 |

(further entries)
| entry | molecule | hcGAS inh | NPYLR7 agonist | mcGAS inh |
| --- | --- | --- | --- | --- |
| 41 | CC1(C(=O)NS(=O)(=O)Cc2cccc(Cl)c2)CCN1C(=O)C1CCCCC1 (stereo not drawn) | -7 | 4 | / |
| 42 | CCOCCCN(CC(=O)N1CCc2sccc2C1c1ccccc1)C(=O)Cc1ccc(OC)cc1 (stereo not drawn) | -7 | 29 | -5 |
| 43 | O=C(C1CCCN(c2ncccc2Cl)C1)N1CCN(c2ccccn2)CC1 (stereo not drawn) | -4 | 12 | / |
| 44 | CCCCCCCCc1ccc(CCC(N)(CO)CO)cc1 | -6 | 1 | -6 |
| 45 | COC(=O)c1c(C)ccc(F)c1NS(=O)(=O)c1c(C)noc1C | -1 | 10 | / |
| 46 | OCC1(Cn2cnc(-c3ccccc3)c2-c2ccc3c(c2)OCCO3)CCOCC1 | -8 | 17 | -10 |
| 47 | Cc1nc(C)n(CC(O)COc2ccc3ccccc3c2)n1 (stereo not drawn) | -18 | 4 | -6 |
| 48 | CCOc1cccc(C=C2Oc3cc(O)ccc3C2=O)c1OC | -4 | 70* | / |
| 49 | Cc1cc(CC(C)NC(=O)C(=O)c2ccco2)n[nH]1 (stereo not drawn) | 1 | 13 | -17 |
| 50 | N#CC1(c2nc3ccccc3[nH]2)Cc2ccccc2N2CCCCC21 (stereo not drawn) | -4 | 5 | -5 |

Full records, looked up by structure. Order of values: hcGAS inh, NPYLR7 agonist, mcGAS inh
Entry for CCCCCCCCc1ccc(CCC(N)(CO)CO)cc1 = -6, 1, -6
Entry for CCOc1cccc(C=C2Oc3cc(O)ccc3C2=O)c1OC = -4, 70*, /
Entry for COC(=O)c1c(C)ccc(F)c1NS(=O)(=O)c1c(C)noc1C = -1, 10, /

More results:
| entry | molecule | hcGAS inh | NPYLR7 agonist | mcGAS inh |
| --- | --- | --- | --- | --- |
| 51 | COc1cccc(Cn2cccc(S(=O)(=O)N3CCC(C)CC3)c2=O)c1 | -2 | -9 | / |
| 52 | Cc1csc2nc(O)c(C(=O)NCc3ccncc3)c(=O)n12 | -4 | -2 | -3 |
| 53 | CN(C)C=NC1=NN(c2cccc(C(F)(F)F)c2)CC1 | -3 | -5 | -6 |
| 54 | CC1NCCN(c2ccc(F)cc2F)C1=O (stereo not drawn) | -4 | -3 | / |
| 55 | CCC(C)N(CC(=O)N(CCc1ccc(OC)c(OC)c1)Cc1ccco1)S(=O)(=O)c1ccc([N+](=O)[O-])cc1 (stereo not drawn) | 0 | -5 | -3 |
| 56 | CC(=O)N1CCC(NC(=O)CN2CCCc3c(F)ccc(C)c32)CC1 | -10 | -2 | -15 |
| 57 | CCOC(=O)c1nn(-c2ccc(F)cc2)c(=O)cc1OCc1ccccc1F | -6 | 11 | / |
| 58 | CC(C(=O)N1CCc2c(nc(-c3ccccn3)[nH]c2=O)C1)N1CCCC1 (stereo not drawn) | -10 | 7 | / |
| 59 | CCOc1ccc(C(c2c(O)cc(C)n(CCOC)c2=O)N2CCN(c3ccccc3)CC2)cc1 (stereo not drawn) | -12 | 8 | / |
| 60 | CC1(c2ccccc2)COC2(OC1)C(=O)N(CN1CCN(Cc3ccccc3)CC1)c1ccccc12 (stereo not drawn) | -2 | -7 | / |
| 61 | Brc1cnn(Cc2nnc(-c3ccco3)o2)c1 | -7 | -1 | / |
| 62 | Cc1cccc(C(=O)NCc2sccc2C)n1 | -19 | 9 | / |
| 63 | Cc1ccc(-c2noc(C(C)N3CCN(C(=O)C4(C)CCCO4)CC3)n2)cc1 (stereo not drawn) | -14 | 5 | / |
| 64 | Cc1c(C(=O)NCc2ccc(N3CCOCC3)nc2)[nH]c2c1C(=O)CC(C)(C)C2 | -6 | 3 | / |
| 65 | CN(c1ccccc1-c1ccccc1)S(=O)(=O)c1cn(C)cn1 | -11 | 14 | / |
| 66 | COC(=O)CC(NC(=O)c1sccc1Br)C1CC1 (stereo not drawn) | -4 | 2 | / |
| 67 | Cc1cc(C)n2nc(C(=O)N3CCc4c([nH]c5ccccc45)C3c3ccc(F)cc3)cc2n1 (stereo not drawn) | 0&0 | 6&7 | -8 |
| 68 | Cc1ccc(S(=O)(=O)N(CCc2ccccc2)CC(=O)Nc2ccc(C(N)=O)cc2)cc1 | -8 | 1 | / |
| 69 | NC(=O)Cn1cnc2c(nnn2-c2ccccc2)c1=O | -7 | 8 | / |
| 70 | CC1CCCCN1Cc1nc2c(c(=O)n(C)c(=O)n2C)n1Cc1ccc(Cl)c(Cl)c1 (stereo not drawn) | -3 | 0 | -6 |
| 71 | Cc1nnc2n1N=C(c1ccc(Cl)cc1)C(CC(=O)O)S2 (stereo not drawn) | -6 | -5 | / |
| 72 | Fc1ccc(Nc2nc(-c3cccs3)nc3ccccc23)cc1 | 6 | -1 | 1 |
| 73 | O=C(Nc1ccc2c(c1)CN(Cc1cn[nH]c1C1CCCCC1)CC2)C1CCCO1 (stereo not drawn) | -5 | 9 | / |
| 74 | O=c1[nH]nc(C2CCCN(c3ncccn3)C2)n1-c1ccccc1 (stereo not drawn) | 2 | 5 | / |
| 75 | C=CCn1c(=O)c2c(nc3n2CC(C)=NN3CC(N)=O)n(C)c1=O | 1 | 4 | -1 |
| 76 | COC(=O)C1=C(C)N(C(C)C)C(=O)C1(NC(=O)C1CCCCC1)C(F)(F)F (stereo not drawn) | -3 | -11 | / |
| 77 | CC(C)c1nc(C(=O)N2CCc3ccc(NC(=O)C4(c5ccccc5)CC4)cc3C2)cs1 | 4&-11 | -1&3 | -11 |
| 78 | O=C(COc1cc(Cl)ccc1Cl)NCc1ccc(F)cc1 | -6 | 2 | / |
| 79 | C=CCSc1nnc(NC(=O)CC(C)C)s1 | 1 | -8 | 1 |
| 80 | Cc1nc(C2CC2)ncc1C(=O)N1CCOC(C(F)(F)F)C1 (stereo not drawn) | -7 | 6 | / |

2 compounds from above, showing only hcGAS inh and mcGAS inh.
cpd | Molecule | hcGAS inh | mcGAS inh
74 | O=c1[nH]nc(C2CCCN(c3ncccn3)C2)n1-c1ccccc1 (stereo not drawn) | 2 | /
79 | C=CCSc1nnc(NC(=O)CC(C)C)s1 | 1 | 1

Going on with the list.
| entry | molecule | hcGAS inh | NPYLR7 agonist | mcGAS inh |
| --- | --- | --- | --- | --- |
| 81 | CC(C)c1cc(C2CCN(C(=O)c3cc(C(C)C)no3)CC2)[nH]n1 | -8 | 12 | / |
| 82 | COc1ccc(Cl)c2sc(N(CCCN(C)C)C(=O)Cc3ccccc3)nc12 | -4 | 7 | / |
| 83 | S=C(Nc1ccc(Cl)cc1)N1CCCC1 | -5 | 4 | / |
| 84 | Cc1nc(C(=O)N(Cc2ccccc2)C(C)c2ccccn2)cs1 (stereo not drawn) | -6 | 4 | / |
| 85 | CCOCCCN(CC(=O)N(CCOC)Cc1cccn1C)C(=O)c1ccc(Br)cc1 | -8 | 1 | -6 |
| 86 | O=C(c1cc(=O)[nH]c2ccc(F)cc12)N1CCc2c(nc[nH]c2=O)C1 | -5 | 5 | / |
